From PubChem
Lipid droplet = hepatic lipid droplet formation modulation. hit rate 0.4% among 240,000. AML12 mouse hepatocytes, oleate lipid droplets, BODIPY imaging. AID 1656. inhibition, % at 6.5 µM;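 active = lipid droplet intensity inhibited by at least 50%, with more than 500 cells counted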
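Assay system: AML12 mouse liver cells | Compound dosing: One dose, 6.5 µM compound | Read-out basis: Droplet intensity reduction, % inhibition | Measured by: Fluorescence imaging, 20x objective, two fields per well | Schedule: Overnight treatment with compound plus oleate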
Lipid droplet cells 6.5 µM = further read-out of Lipid droplet, marked with its call; cell count; measured here: cell count, cytotoxicity flag;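 cells counted across two imaged fields per well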
* hit, by the source's call.

Molecule,Lipid droplet,Lipid droplet cells 6.5 µM
CCN(CC1CCCN(CCc2cccc(OC)c2)C1)C(=O)c1ccoc1 (stereo not given),11.7,821
COc1cccc(C(=O)NC(=S)N2c3ccccc3CC2C)c1OC (stereo not given),-19.9,748
COc1ccccc1OC(C)C(=O)Nc1ccccc1C(=O)NCc1cccnc1 (stereo not given),-3.1,810
COc1cc2[nH]c3c(=O)n(N)c(=O)[nH]c3c2cc1OC,-46.5,749
CN(C)S(=O)(=O)c1cc(NC(=O)c2ccc(-n3ccnc3)c([N+](=O)[O-])c2)ccc1Cl,14.5,745
Cc1cccc2c(SCC(N)=O)nc(-c3ccccc3)nc12,6.4,777
CCOC(=O)C1CCN(C(=O)CCc2nnc3ccc(N4CCN(C)CC4)nn23)CC1,-40.0,708
CCN(CC)CCN(Cc1cc2cc3c(cc2[nH]c1=O)OCO3)C(=S)NCCOC,-9.3,792
Cc1c(NC(=O)COc2ccc(C(C)C)cc2)c(=O)n(-c2ccccc2)n1C,2.3,619
O=C(NCc1nnc(SCC(=O)N2CCCC2)o1)c1cccc(C(F)(F)F)c1,-16.8,550
CC1CCCCN1C(=O)Cn1c(=O)oc2cc(S(=O)(=O)N3CCCC3)ccc21 (stereo not given),0.4,775
O=[N+]([O-])c1ccc(S(=O)(=O)Nc2nc(-c3ccccc3)cs2)cc1,3.8,789
COC(C(=O)N/N=C/c1ccc(OCC(=O)N2CCOCC2)cc1)c1ccccc1 (stereo not given),9.5,825
O=C(CCCn1c(=O)[nH]c2ccsc2c1=O)NC1CCCCC1,3.0,794
CC(=O)c1ccc(N2CCN(S(=O)(=O)c3ccc4c(c3)NC(=O)CO4)CC2)cc1,-14.6,694
COc1ccc(S(=O)(=O)N2CCC(C(=O)NCCC(=O)NC3CC3)CC2)cc1,-47.5,669
COc1ccccc1N(CC(=O)Nc1ccc2c(c1)OCCO2)S(=O)(=O)c1ccc(C)cc1,-0.3,770
Cc1cc(OCC(=O)Nc2ccncc2)ccc1Cl,-3.8,831
CN(C)CCc1cc2c(c3c1ccc1ccccc13)OCO2,-18.6,714
Cc1cc(C(=O)N/N=C/c2c(C)[nH]n(-c3ccccc3)c2=O)n[nH]1,-3.9,757
CC(=O)Nc1ccc(NC(=O)c2cc(=O)c3ccc(C)cc3o2)cc1,0.7,718
Cc1ccc(C(=O)NCCc2nnc3ccc(SCC(=O)N4CCCCC4)nn23)cc1,12.0,637
CCn1ccnc1CN1CCCCC1C(=O)Nc1ccc(Oc2cccnc2)cc1 (stereo not given),-15.0,794
Cc1ccc2nc(C)cc(C(=O)N/N=C/c3ccncc3)c2c1,-0.7,775
C[C@@H](NC(=O)[C@@H]1Cc2ccccc2CN1C(=O)OC(C)(C)C)C(=O)NC1CCCC1,-18.7,729
CCC(NS(=O)(=O)c1ccc(OC)cc1)C(=O)NCCc1ccccc1 (stereo not given),-2.0,625
CC(=O)Nc1ccc(S(=O)(=O)N2CCN=C2c2ccccc2)cc1,-0.6,642
Cc1ccc(S(=O)(=O)CCC(=O)Nc2nc(-c3ccncc3)cs2)cc1,-11.5,775
O=C(OCCN1CCN(C2=NS(=O)(=O)c3ccccc32)CC1)c1cccc(Br)c1,-14.4,656
O=C(CCCc1ccccc1)N=C1SC2CS(=O)(=O)CC2N1c1ccccc1F (stereo not given),-2.0,760
COc1ccc(S(=O)(=O)N(C)c2ccc(C(=O)N3CCN(c4ccccc4)CC3)cc2)cc1OC,-8.2,816
CCOc1ccccc1NC(=O)CSc1nc2ccccc2nc1N1CCCC1,8.4,786
COc1ccc(-c2csc3ncnc(N4CCN(c5ccc(OC)cc5)CC4)c23)cc1,2.6,810
COc1ccc(C)cc1NC(=O)CSc1nc2ccccc2nc1N1CC(C)OC(C)C1 (stereo not given),-16.7,800
CN(Cc1ccccc1F)C(=O)c1sccc1-c1ccccc1,-2.4,715
CCN1C(=S)N[C@@H](c2ccccc2)C(C(=O)OC)=C1C,-8.7,832
COc1ccc(CNC(=O)CSc2n[nH]c(N)n2)cc1OC,-5.1,797
O=C(CN1CCN(c2ccc(O)cc2)CC1)N1CCc2ccccc21,-1.1,755
Cc1cc(S(=O)(=O)N2CCOCC2)ccc1OCC(=O)NCC1CCCO1 (stereo not given),8.3,828
COc1ccc(OCc2cc(C(=O)N3CCCC(O)C3)no2)c2ccccc12 (stereo not given),19.5,717
O=C(CN1CCN(S(=O)(=O)N2CCCCCC2)CC1)Nc1ccc(F)cc1,7.7,785
CCCn1c(=O)c2sccc2n2c(CCCC(=O)NCc3ccco3)nnc12,-12.6,634
CCc1cc(=O)oc2c(C)c(OC(C)C(=O)NC3CC(C)(C)NC(C)(C)C3)ccc12 (stereo not given),0.4,702
Cc1ccccc1-c1ocnc1C(=O)Nc1ccccc1NC(=O)c1ccccn1,-11.2,814
Cc1c(C(=O)N2CCCCC2)c(S(=O)(=O)NCCc2ccccc2)c(C)n1C,-16.5,725
COc1ccccc1S(=O)(=O)Cc1ccc(C(=O)NCc2ccc(C)cc2)o1,-12.2,708
Cc1cccc(NC(=O)C2CCCN2S(=O)(=O)c2ccc(Cl)cc2)n1 (stereo not given),25.9,841
CCC(C)(C)c1nnc(NC(=O)C2CCN(C(=O)c3ccco3)CC2)s1,-9.7,815
OC(COc1ccc(Cl)cc1)CSc1ccccn1 (stereo not given),-1.5,852
COc1cc(C(C)=O)ccc1OCC(=O)OCCCOC(=O)COc1ccc(C(C)=O)cc1OC,2.0,868

3 compounds out of the list, ordered by SMILES length, high to low.
Molecule,Lipid droplet,Lipid droplet cells 6.5 µM
Cc1ccc(C(=O)NCCc2nnc3ccc(SCC(=O)N4CCCCC4)nn23)cc1,12.0,637
CCN(CC1CCCN(CCc2cccc(OC)c2)C1)C(=O)c1ccoc1 (stereo not given),11.7,821
CN(C)CCc1cc2c(c3c1ccc1ccccc13)OCO2,-18.6,714

Later entries
Molecule,Lipid droplet,Lipid droplet cells 6.5 µM
CC(=O)NCCC1CCN(C(=O)c2cc(COc3ccc(C)nc3)on2)CC1,-4.4,701
CC(C)COP(=O)(c1ccc(N(C)C)cc1)C(O)c1ccccc1 (stereo not given),0.9,694
CCN(CC(=O)Nc1ccc(NC(C)=O)cc1)C(=O)C12CC3CC(CC(Cl)(C3)C1)C2,-0.8,821
CCOC(=O)CSc1ccc(C(=O)NCCN2CCOCC2)cc1[N+](=O)[O-],-23.5,747
CC(=O)Oc1ccc(-c2csc(Nc3ccc(Cl)cn3)n2)cc1,-5.4,800
O=C(O)c1[nH]c2ccccc2c1C(c1ccccc1)c1c(C(=O)O)[nH]c2ccccc12,0.7,813
CCCOc1ccc(C(=O)NCCN2CCOCC2)cc1,-0.5,812
O=C(O)c1ccccc1C(=O)NCCCCCCNC(=O)c1ccccc1C(=O)O,4.3,787
CCCCN(CC)Cc1c(C)[nH]c2c(ccc3ccccc32)c1=O,-1.8,732
O=C(CN1CCN(c2ccccn2)CC1)Nc1cccc(Cl)c1Cl,-45.4,794
COc1cccc(NC(=O)CCNS(=O)(=O)c2ccc(Br)s2)c1,-8.8,812
CC(NC(=O)C[n+]1cccc(Br)c1)c1ccccc1 (stereo not given),6.5,815
Cc1cc(C)c(C#N)c(Nc2ccccc2F)n1,8.2,798
CCOc1ccc(S(=O)(=O)n2nc(C)cc2C)cc1,-61.7,811
CC1Cc2cc(S(=O)(=O)N3CCC(C(N)=O)CC3)ccc2N1C(=O)C1CC1 (stereo not given),-8.1,706
O=C(NCCc1ccccc1)c1ccccc1[N+](=O)[O-],1.6,821
CCN(CC)c1ccc(Nc2nc(-c3cccnc3)cs2)cc1,14.3,842
CCn1c(CNC(=O)c2ccccc2F)cc2ccccc21,11.7,878
CC1CN(C)CCC1OC(=O)c1ccccc1 (stereo not given),4.3,842
O=C(NC1CCCC1)c1cc(-c2ccc(F)cc2)on1,0.5,794
CC(C)[C@@H](C(=O)N1CCN(Cc2ccc3c(c2)OCO3)CC1)n1nnc2ccccc2c1=O,22.2,694
Cn1c(=O)cc(N)n(-c2ccccc2)c1=O,12.5,799
COc1ccccc1/C=C/c1nc2ccc(OC(C)=O)cc2c(=O)o1,-0.8,779
O=C(Nc1cccc(Cl)c1)Nc1c[nH]c(=O)[nH]c1=O,-5.0,862
CCc1ccccc1NC(=O)c1ccc2c(O)c(S(=O)(=O)c3ccc(OC)cc3)c(=O)[nH]c2c1,3.2,728

Structures above that contain a COOH group, in the order listed:
Molecule,Lipid droplet,Lipid droplet cells 6.5 µM
O=C(O)c1[nH]c2ccccc2c1C(c1ccccc1)c1c(C(=O)O)[nH]c2ccccc12,0.7,813
O=C(O)c1ccccc1C(=O)NCCCCCCNC(=O)c1ccccc1C(=O)O,4.3,787

Next part.
Molecule,Lipid droplet,Lipid droplet cells 6.5 µM
COc1ccc(S(=O)(=O)N2CCC(N3CCCC3)CC2)cc1,0.5,650
O=C(NCCN1CCOCC1)c1ccc2c(c1)N(Cc1ccccc1F)C(=O)c1ccccc1S2(=O)=O,-3.7,774
CC(C)(C)c1cc(C(=O)N2CCc3ccccc3C2)ccn1,10.1,796
Cc1ccccc1OCCC(=O)N(Cc1ccccc1)c1c(N)n(Cc2ccccc2)c(=O)[nH]c1=O,0.4,802
O=C(CC(=O)N/N=C/c1ccc(C(=O)O)cc1)NCCc1ccccc1,-5.9,828
O=C(NC(=S)NNC(=O)c1ccco1)c1ccc(Br)cc1,-8.6,715
COc1ccc(N(C(=O)c2cnccn2)C(C(=O)NCc2ccccc2)c2ccc(O)cc2)cc1 (stereo not given),1.1,738
NS(=O)(=O)c1cc(C(=O)N2CCNC(=O)C2)ccc1Cl,-18.4,816
CN(CC1CCCO1)S(=O)(=O)c1ccc(C(=O)Nc2ccccc2F)cc1 (stereo not given),26.6,680
CSc1ccc(NC(=O)NCCCN2CCC(Cc3ccccc3)CC2)cc1,-6.6,818
CCN(CC)c1nc2c(c(=O)[nH]c(=O)n2C)n1CCOc1ccccc1,-6.7,794
COC(=O)c1ccccc1NC1=C/C(=N\S(=O)(=O)c2ccc(C(=O)O)cc2)c2ccccc2C1=O,-1.7,806
COc1cc(C(=O)N2CCCN(C)CC2)cc(OC)c1C,2.7,835
O=C(CCn1c(=O)oc2ccccc21)Nc1ccc(C(=O)O)cc1,-8.3,812
O=C(NCCc1ccc(Cl)cc1)C(=O)c1c[nH]c2ccccc12,-13.3,800
CSc1ccccc1C(=O)Nc1cc2c(cc1C(=O)O)OCCCO2,-2.7,813
CCC1CCCCN1CCCNC(=O)c1ccc(CS(=O)(=O)c2ccccc2C)o1 (stereo not given),-36.0,677
CCOc1ccc(N2C(=O)CC(N3CCN(c4ccc(Cl)cc4)CC3)C2=O)cc1 (stereo not given),-4.3,863
Cc1ccccc1NC(=O)CSc1n[nH]c(-c2ccccn2)n1,2.3,812
COc1cccc(CC(=O)N2CCC(CCC(=O)Nc3cccc(OC)c3)CC2)c1,-2.5,734
CCC(=O)N1CCc2cc(S(=O)(=O)NCCC(=O)NCc3ccc(F)cc3)ccc21,2.3,694
Cc1cccc(OCC(O)CN2CCN(c3ccccn3)CC2)c1C (stereo not given),4.3,781
CCc1csc(CCNC(=O)C2CCC(=O)N(CCc3cccc(F)c3)C2)n1 (stereo not given),2.6,737
NS(=O)(=O)c1ccc(NC(=O)CCC(=O)c2cccs2)cc1,-3.3,806
O=c1ccc2cc(S(=O)(=O)N3CCN(c4ccccc4)CC3)ccc2[nH]1,-0.3,684
Cn1c(/C=C/c2ccccc2)nc2ccccc2c1=O,8.3,823
O=C(c1ccccc1)c1ccc(Cn2cc(-c3ccccc3)nn2)cc1,2.9,751
NS(=O)(=O)c1ccc(CCNS(=O)(=O)c2cccc3cccnc23)cc1,-5.0,813
CCc1ccc(NC(=O)C2CCN(C(=O)[C@@H]3Cc4ccccc4CN3)CC2)cc1,6.1,753
CCCCn1nnnc1NCc1ccc(C)cc1,7.0,829
COc1ccc(NC(=O)CCNS(=O)(=O)c2ccc(NC(C)=O)cc2)cc1Cl,-45.5,806
O=C(COC(=O)c1ccco1)c1ccccc1,7.4,778
Cc1ccc(C(=O)NCCNS(=O)(=O)c2ccccc2)cn1,15.1,804
COc1ccccc1-c1nc(SCC(=O)Nc2ccccc2F)n[nH]1,23.1,633
Fc1ccc(/C=N/Nc2cc(N3CCOCC3)ncn2)cc1,13.5,640
Cn1c(C2CCCCC2)nc2cc(N)ccc21,-6.9,802
CS(=O)(=O)c1ccc(C(=O)N2CC(=O)Nc3ccccc32)cc1,17.7,811
COc1cc(/C=N/c2oc(C)c(C)c2C#N)cc(Br)c1O,-0.4,783
CCc1ccccc1N(CC(=O)NC1CCCCC1)C(=O)CNC(=O)c1ccco1,-82.1,734
O=C(CNC(=O)c1cncc(Br)c1)Nc1ccc(F)c(F)c1F,-14.9,781
Cc1ccc(NC2CCCN(C(=O)c3cc(C(C)C)[nH]n3)C2)cc1C (stereo not given),-1.3,667
O=C(NCCCN1CCOCC1)c1cc2c(s1)-c1ccccc1OC2,21.4,716
O=C1CCN(CCc2ccccc2)CCN1CCSc1ccccc1,1.6,822
CN(CC(=O)NCc1ccco1)S(=O)(=O)c1ccc(F)cc1,0.9,850
CC(=O)c1nn(-c2ccc(Cl)cc2)c(=O)[nH]c1=O,25.9,778
CCOC(=O)c1sc2nc(C)nc(NCc3ccc(F)cc3)c2c1C,-4.3,815
O=C1[C@H]2[C@@H](c3ccc(Cl)cc3)N3C(=O)N(c4cccc(Br)c4)C(=O)[C@@]3(Cc3ccc(Cl)cc3)[C@H]2C(=O)N1C1CCCCC1,-14.6,799

Not all compounds are listed; the hit share may differ from the screen's.
